Compound activity (PubChem)
MOR-DOR ag: agonists of human mu-delta opioid receptor heterodimerization; P35372+P41143; cells, OPRM1-OPRD1 heterodimerization, luminescence; activation, % at 9.3 µM; 340,000 tested, 0.3% active; in the data active means activation above about 18%;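 further: 0% = vehicle-treated cells and 100% = reference agonist; values of inactives mirror those of a sister screen read the other way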
Target sequence (P35372 whole entry, looked up): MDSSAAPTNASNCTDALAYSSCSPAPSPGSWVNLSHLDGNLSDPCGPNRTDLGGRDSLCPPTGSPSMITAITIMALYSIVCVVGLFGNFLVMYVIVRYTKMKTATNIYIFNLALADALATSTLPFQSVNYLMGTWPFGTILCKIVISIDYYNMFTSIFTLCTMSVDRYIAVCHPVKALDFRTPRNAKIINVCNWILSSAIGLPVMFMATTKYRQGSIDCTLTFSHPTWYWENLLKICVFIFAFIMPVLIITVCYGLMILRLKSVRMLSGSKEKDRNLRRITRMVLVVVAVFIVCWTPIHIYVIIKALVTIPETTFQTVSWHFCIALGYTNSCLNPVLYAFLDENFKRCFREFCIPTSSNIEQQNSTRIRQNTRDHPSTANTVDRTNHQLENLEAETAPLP
Target sequence (P41143 whole entry, looked up): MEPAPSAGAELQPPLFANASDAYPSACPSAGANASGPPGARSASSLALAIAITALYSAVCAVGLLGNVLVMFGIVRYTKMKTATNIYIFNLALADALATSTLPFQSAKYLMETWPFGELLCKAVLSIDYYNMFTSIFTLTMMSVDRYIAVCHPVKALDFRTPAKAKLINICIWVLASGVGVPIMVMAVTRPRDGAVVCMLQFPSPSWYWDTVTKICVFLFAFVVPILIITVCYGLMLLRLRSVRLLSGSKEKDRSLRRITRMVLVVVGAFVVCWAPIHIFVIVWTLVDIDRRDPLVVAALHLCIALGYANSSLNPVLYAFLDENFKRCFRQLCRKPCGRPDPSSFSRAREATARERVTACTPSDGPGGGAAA
E coli growth: bacterial growth inhibition, counter-screen for AddAB inhibitors | AID 449728 | E. coli V3065 growth, OD600 absorbance, 18 h | inhibition, % at 11.9 µM | 330,000 tested, 0.27% active;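 active means inhibition above the campaign's mean inhibition across all tested compounds plus 3 SD, cut at about 9.9% in these data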;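 further: uninfected addAB+ strain grown without phage in ampicillin broth; 0% = DMSO wells and 100% = ciprofloxacin 0.95 µg/ml wells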
Mot1-301 SUMO: inhibitors of SUMOylation pathway: yeast Mot1-301 growth rescue; S. cerevisiae Mot1-301 growth rescue, ATP luminescence, 38.5C; percent above DMSO median, 100 means doubled; growth rescue, % at 18.8 µM; 320,000 tested, 1% active;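 active means every valid replicate shows activation above 250% relative to neutral control wells; inactive means the rest, any valid replicate at or below 250%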;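 further: OY570 slx delta 5 strain wells were the positive control but not used for scaling; some compounds called inactive have numbers as strong as hits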
HTR5A inv ag: HTR5A inverse agonism, opioid heterodimer counter-screen; HTR5A cell line, luminescence; inhibition, % at 9.3 µM; 340,000 tested, 0.083% active; AID 504634; in the data active means inhibition mostly above about 23%, no sharp cut-off; inactive means mostly below about 18%;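 further: 0% = cells with DMSO and 100% = no-cell wells with DMSO; some compounds called inactive have numbers as strong as hits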
PKA-R1A activ: activates the PKA-R1A holoenzyme complex. P00514+P68181. PKA-R1A dissociation, Cy5-IP20 fluorescence polarization; scaled: DMSO 0%, 113 µM cGMP 100%. activation, % at 11.4 µM. 340,000 tested, 0.083% active;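 active means percent activation above the mean of all tested compounds plus 3 SD, cut at about 19% in these data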;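 further: higher means more PKAc released from R1A so a rise in polarization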
AddAB inh: less growth of phage-infected E. coli with AddAB; E. coli expressing H. pylori AddAB, absorbance growth; 330,000 tested, 0.29% active; inhibition, % at 11.9 µM; AID 435030; in the data active means inhibition above about 12%;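 further: 0% = vehicle wells of infected cells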
Tat export inh: inhibitors of E. coli Tat protein transport | AID 488895 | E. coli MC4100 TorA-mCherry Tat export, fluorescence | inhibition, % at 10 µM | 340,000 tested, 0.036% active;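 active means mean replicate inhibition at least 50% and at least half of replicates individually reaching 50%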;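 further: exported cargo escapes ClpAP degradation while cytoplasmic cargo is degraded and loses fluorescence; 0% = median of neutral control wells and 100% = median of NaSCN control wells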
PfHsp90 yeast 2: reduces growth (ATP signal) of yeast expressing P. falciparum Hsp90. inhibition, % at 9.4 µM. S. cerevisiae expressing PfHsp90, BacTiter-Glo ATP, 48 h; yeast lacking PDR1 and PDR3 efflux regulators. 310,000 tested, 0.32% active. AID 504621;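 active means every replicate shows inhibition above about 80%, whatever the replicate mean, limit read from the data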;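 further: 0% = DMSO neutral controls and 100% = 20 µM radicicol positive controls; yeast relying on Plasmodium falciparum Hsp90 in place of its own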
phage Ecoli inh: E. coli growth loss with phage present | growth absorbance | inhibition, % at 11.9 µM | 360,000 tested, 0.26% active | AID 651602; in the data active means inhibition above about 11%
MOR-DOR inv ag: inverse agonist of human OPRM1-OPRD1 heterodimerization; P35372+P41143; cell-based MOR-DOR heterodimer luminescence, inverse agonism; inhibition, % at 9.3 µM; 340,000 tested, 0.21% active; in the data active means inhibition above about 22%, passing the limit was not always enough;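 further: 0% = cells with DMSO and 100% = wells without cells with DMSO; values of inactives mirror those of a sister screen read the other way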
PKA-R2B act: PKA-R2B complex activation | P22694+P31323 | PKA-R2B holoenzyme dissociation, Cy5-IP20 fluorescence polarization; R2B truncated from residue 108, S112A mutant; 0% DMSO only, 100% 113 µM cGMP | activation, % at 11.4 µM | 340,000 tested, 0.079% active;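 active means activation above a cutoff set at the mean over all compounds plus 3 SD, cut at about 18% in these data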;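 further: higher means more holoenzyme dissociation and a rise in polarization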
* hit, by the source's call; nt = no result given; & = joins results of further samples.

SMILES | MOR-DOR ag | E coli growth | Mot1-301 SUMO | HTR5A inv ag | PKA-R1A activ | AddAB inh | Tat export inh | PfHsp90 yeast 2 | phage Ecoli inh | MOR-DOR inv ag | PKA-R2B act
O=C(c1cccs1)n1cc(C(=S)N2CCOCC2)c2ccccc21 | -1.0 | -1.2 | 9 | -6 | -7 | 0.5 | 1 | 11 | -3.2 | 5 | -6
CC1(C)C(C=C(Cl)Cl)C1C(=O)N(Cc1ccc(Cl)cc1)C1CCS(=O)(=O)C1 (stereo unspecified) | 0.7 | -1.1 | -10 | -1 | -5 | -0.9 | 17 | -33 | 3.4 | -4 | -2
CN(C)c1ccc(NC(=O)c2cccc(C(=O)Nc3ccc(N(C)C)cc3)n2)cc1 | 3.6 | -0.4 | 16 | 19 | -13 | 1.6 | 1 | 7 | 3.6 | -25 | -3
NC(N)=NC(=O)c1nc(Cl)c(N)nc1N | -1.2&-1.6&-0.9 | -3.6&-2.7&-1.4 | 93&0&-17 | -36&-14&-22 | -2&-1&-2 | -1.9&-4.0&-0.9 | 3&-7&0 | 4&8&-4 | 2.2&3.6&-0.7 | 7&9&5 | -9&6&5
N/C(=N\N=C\c1ccc(O)cc1)c1nonc1N | -0.9 | -0.2 | 488* | -1 | -6 | 5.6 | 0 | 53 | 1.7 | 5 | 4
Cc1ccccc1OCC(=O)NCCNC(=O)c1ccncc1 | 0.6 | -0.5 | -10 | -10 | -12 | 2.2 | 5 | 7 | 1.6 | -5 | -14
O=C(N/N=C/c1c[nH]c2ccccc12)c1ccccc1Cl | -2.4 | nt | 3 | -5 | 16 | nt | -7 | -2 | -0.6 | 11 | 3
COc1cc(CN2CCC(n3nccc3NC(=O)C3CCOC3)CC2)ccc1F (stereo unspecified) | -2.8 | -0.2 | -14 | -24 | -3 | 2.3 | 3 | 5 | 0.6 | 15 | -4
COc1ccc(-c2[nH]ncc2CN2CCCO2)cc1F | 0.8 | 0.9 | 5 | -9 | -1 | 3.6 | -12 | 3 | 0.9 | -4 | 0
COc1ccc(C(=O)O/N=C(\N)c2ccccc2)cc1OC | 1.1 | -0.3 | 380* | -4 | 0 | -0.2 | -8 | -7 | 0.3 | -5 | 1
C[C@H](NC(=O)[C@@H]1CSC2c3ccccc3C(=O)N21)C(=O)NCCc1ccccc1 (stereo partly specified) | -0.9 | 0.3 | 10 | 23 | -3 | 3.5 | -1 | 20 | 1.7 | 4 | -1
Cn1c(O)c(N=NC(=O)c2cccc(S(=O)(=O)N3CCCCC3)c2)c2ccccc21 | -2.1 | -3.3 | 8 | 3 | -3 | 1.6 | 3 | 3 | -2.7 | 10 | -3
O=C(Cc1cccc(C(F)(F)F)c1)NCc1cccc(Cl)c1 | 0.8 | 0.6 | -9 | -39 | -1 | 3.0 | -1 | -4 | 1.3 | -4 | 2
CC(=O)c1ccc(N(CC(=O)NCC2CCCO2)C(=O)CCC(=O)Nc2cc(C)on2)cc1 (stereo unspecified) | 1.8 | 0.1 | 5 | -26 | 5 | 5.5 | -5 | 24 | -2.3 | -11 | 0
CC(=O)n1cc([C@H]2C=C(C(=O)N3CCOCC3)O[C@@H](OCCCCO)C2)c2ccccc21 | -2.3 | -0.7 | -15 | -16 | 0 | -3.2 | 8 | -1 | 1.8 | 13 | -7
COc1ccc(NC(=S)Nc2ccc(Oc3ccccc3)cc2)cc1 | 1.5 | -0.7 | 277* | -13 | -4 | -1.0 | 3 | -11 | 0.6 | -8 | -5
Cc1cc(C)n2nc(-c3ccc(Cl)cc3)cc2n1 | 1.1 | -0.7 | 14 | -6 | -1 | -1.2 | 4 | -17 | 2.5 | -6 | -9
CCN(CC)CCCNC(=S)N(Cc1cccnc1)Cc1cc2cc(C)cc(C)c2[nH]c1=O | -5.2 | -0.1 | 4 | -8 | 6 | 5.6 | -6 | -15 | 3.0 | 24 | 3
CC(=O)Nc1ccc(C(=O)OCCc2ccccc2)cc1 | 0.9 | -0.8 | -14 | -2 | -3 | 2.9 | 5 | -3 | 1.0 | -5 | -6
O=C(Cn1cnc2ccccc2c1=O)c1ccc(Cl)cc1 | 0.6 | nt | nt | 5 | 6 | nt | -2 | 14 | 4.1 | -4 | 4
Cc1cccc(C2C3=C(Nc4[nH]n(-c5ccccc5)c(=O)c42)c2ccccc2C3=O)c1 (stereo unspecified) | -1.9 | nt | nt | 2 | 4 | nt | 0 | -2 | 2.1 | 10 | -1
Cc1n[nH]c2c([N+](=O)[O-])c(=O)[nH]c(=O)n12 | -1.0 | nt | nt | 8 | 8 | nt | -7 | -10 | 0.5 | 5 | -4
NC(=O)c1ccsc1NC(=O)COC(=O)Cc1n[nH]c(=O)c2ccccc12 | 0.9 | 2.9 | 163 | -7 | 1 | 0.3 | 4 | 1 | 0.7 | -6 | -1
CC(C)CNc1nc(Oc2ccc(=O)n(-c3ccccc3)n2)nc(N2CCOCC2)n1 | -3.0 | -1.0 | -4 | -6 | -12 | 2.9 | -3 | -1 | 1.7 | 12 | -8

Structural class, the entries above with a thiophene ring, fused or not.
SMILES | MOR-DOR ag | E coli growth | Mot1-301 SUMO | HTR5A inv ag | PKA-R1A activ | AddAB inh | Tat export inh | PfHsp90 yeast 2 | phage Ecoli inh | MOR-DOR inv ag | PKA-R2B act
O=C(c1cccs1)n1cc(C(=S)N2CCOCC2)c2ccccc21 | -1.0 | -1.2 | 9 | -6 | -7 | 0.5 | 1 | 11 | -3.2 | 5 | -6
NC(=O)c1ccsc1NC(=O)COC(=O)Cc1n[nH]c(=O)c2ccccc12 | 0.9 | 2.9 | 163 | -7 | 1 | 0.3 | 4 | 1 | 0.7 | -6 | -1

Carrying on:
SMILES | MOR-DOR ag | E coli growth | Mot1-301 SUMO | HTR5A inv ag | PKA-R1A activ | AddAB inh | Tat export inh | PfHsp90 yeast 2 | phage Ecoli inh | MOR-DOR inv ag | PKA-R2B act
COc1ccc(OCc2nnc(SCC(=O)NCc3ccco3)o2)cc1 | -1.7 | 0.9 | -3 | -20 | -8 | -1.1 | 3 | -14 | 2.9 | 10 | 3
C=CCNC(=O)c1ccc(NC(=O)CC2SC(N3CCCC3)=NC2=O)cc1 (stereo unspecified) | -1.8 | -1.5 | -20 | -23 | 9 | -1.5 | -3 | 23 | 0.4 | 11 | -3
CC1(C)Cc2c(cnn2-c2cccc(F)c2)C(NC(=O)CCN2CCCC2=O)C1 (stereo unspecified) | -1.9 | -0.7 | -10 | -8 | -6 | 3.7 | -2 | 4 | 1.2 | 11 | 2
CC(C)C(NC(=O)c1c(F)cccc1F)C(=O)N1CCN(S(=O)(=O)/C=C/c2ccccc2)CC1 (stereo unspecified) | -1.9 | -0.5 | 1 | 18 | 0 | 3.0 | -3 | -12 | 1.5 | 7 | 6
Cc1ccc(-c2nc(CS(=O)CC(=O)NCCC(C)C)c(C)o2)cc1 (stereo unspecified) | 0.5 | -0.1 | -21 | -33 | -14 | -2.3 | 3 | 5 | nt | -3 | 2
Cn1cc(-c2nnnn2-c2ccc(Cl)cc2)c(=O)c2ccccc21 | -1.7 | -1.0 | -1 | -12 | -10 | 1.2 | 4 | -1 | 3.2 | 11 | -13
O=C(Cn1ncc2c3ccccc3n(Cc3cccc(Cl)c3)c2c1=O)NCC1CCCO1 (stereo unspecified) | -2.0 | -2.7 | -20 | 8 | 3 | 2.9 | -3 | 9 | 2.6 | 11 | -4
C[C@H](CO)N1C[C@H](C)[C@@H](CN(C)CC2CCCCC2)Oc2c(NC(=O)CCC(F)(F)F)cccc2C1=O | 1.2 | -1.8 | 5 | -16 | 2 | -0.7 | 6 | 37 | 0.0 | -7 | -4
Cc1occc1C(=O)N/N=C/C1=C(N2CCOCC2)C(=C\c2ccc(Cl)cc2)/CC1 | 3.7 | -0.6 | -5 | 4 | -7 | 4.7 | 6 | 13 | 4.0 | -23 | -16
Cc1c(C(=O)N2CCN(c3ccc([N+](=O)[O-])cc3)CC2)sc2ncn(CC(=O)N3CCOCC3)c(=O)c12 | 1.2 | -1.1 | -5 | -12 | 5 | 2.9 | -2 | -3 | 0.1 | -10 | 7
Cc1ccc2nc(NC3=NC(CC(=O)O)C(=O)N3)nc(C)c2c1 (stereo unspecified) | nt | -3.0 | -5 | nt | nt | 1.4 | -2 | nt | 1.1 | nt | nt
CCOC(=O)[C@H](O)[C@@H](O)c1cccc([C@H](O)[C@@H](O)C(=O)OCC)c1 | -2.3 | 1.9 | 0 | -13 | -5 | 0.6 | -1 | 20 | 1.3 | 13 | 2
CC(C)(C)NC(=O)c1cc(NC(=O)c2cccs2)cc(NC(=O)c2cccs2)c1 | -1.5 | -1.1 | -20 | -35 | -3 | 1.7 | 6 | -12 | nt | 8 | 8
Cc1ccc(C23CC4CC(CC(NC(=O)N5CCN(C)CC5)(C4)C2)C3)cc1 | -1.9 | 1.3 | 10 | 26 | 11 | 1.9 | -2 | -21 | 1.4 | 8 | 2
C[C@@H]1COC(=O)[C@@H](CC(=O)OC(C)(C)C)C/C=C\C[C@@H](CC(=O)N[C@H](CO)Cc2ccccc2)C(=O)N1 | -1.5 | 1.6 | -6 | 11 | -10 | 1.4 | 0 | 3 | 2.5 | 8 | -1
O=C(CNc1cccc([N+](=O)[O-])c1)NCCCc1ccccc1 | -1.7 | -1.7 | -5 | 2 | -13 | 1.3 | -9 | -12 | 2.6 | 9 | -11
Cc1ccc(N2CCN(S(=O)(=O)c3ccc(Cl)s3)CC2C)cc1 (stereo unspecified) | 1.3 | 0.2 | -22 | -5 | -2 | -1.4 | 3 | 31 | 3.6 | -7 | -1
COc1ccc(CCn2c(SCCN3CCCCC3)nc3ccccc3c2=O)cc1OC | -0.6 | -3.6 | -8 | -10 | 5 | 2.1 | -2 | 0 | 1.4 | 4 | -12
CN(C)CCN(C(=O)c1ccc(S(=O)(=O)N2CCc3ccccc32)cc1)c1nc2ccc(F)cc2s1 | -2.3 | 0.1 | 0 | 2 | 4 | 0.2 | 2 | 4 | -0.4 | 12 | 2
CC1(C)CC2CC(C)(CN2Cc2cccc([N+](=O)[O-])c2)C1 (stereo unspecified) | 3.2 | nt | -9 | -29 | 4 | nt | -1 | 14 | -0.2 | -18 | 6
COc1ccc(CNC(=O)C23CN(Cc4ccccc4)CC2C(c2ccc([N+](=O)[O-])cc2)=NO3)cc1 (stereo unspecified) | -0.5 | -0.5 | -4 | -6 | -7 | 0.2 | -3 | -22 | 0.6 | 3 | 5
Cc1cccc(-c2nnc(SCC#N)n2-c2cccc(Cl)c2)c1 | -0.6 | 0.8 | -21 | 2 | 0 | -0.8 | 9 | -6 | 0.8 | 3 | -11
Cc1ccc(S(=O)(=O)N/N=C/c2ccc(OS(=O)(=O)c3ccc(C)c([N+](=O)[O-])c3)cc2)cc1 | -2.1 | -1.2 | 94 | 6 | 4 | 4.2 | 3 | -29 | 1.0 | 9 | -16
O=c1cc(-c2ccc(O)c(O)c2)oc2c1ccc1ccccc12 | -2.3 | 9.0 | 12 | -23 | -1 | 9.3 | -3 | 15 | 3.0 | 9 | -1
CCOc1ccc(C(=O)COC(=O)C2COc3ccccc3O2)cc1 (stereo unspecified) | -1.2 | 1.9 | -1 | -25 | 0 | 1.5 | -7 | -6 | 3.1 | 5 | -3
